Screens: PubChem BioAssay, National Center for Advancing Translational Sciences (NCATS)
PNC inhibitor = perinucleolar compartment assembly inhibition; PC3M PTB-GFP, PNC prevalence imaging, 16 h; stronger effect = lower value; activity change (PNC), negative = inhibition, % at 10 µM; actives 3.1% (n = 140,000);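 active = readout at or below -70, meaning at least 70% loss of cells showing the perinucleolar compartment, a nuclear body marking cancer cells; inconclusive = readout between -30 and a set limit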;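 note: plate controls were DMSO wells for no effect and camptothecin positive control wells for full effect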
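Read-out is percentage of cells bearing a perinucleolar compartment, from automated 20x imaging of fixed, Hoechst-stained PC3M PTB-GFP cells. Cells were seeded 4 h, then exposed 16 h to compound (23 nl of library stock) in duplicate plates.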
ALOX15B inhib = inhibitors of human 15-lipoxygenase 2 (ALOX15B); O15296; purified 15hLO-2, xylenol orange hydroperoxide absorbance; Potency, µM (titrated, usually from 57.1 µM), without a hit: at the top dose activity change, negative = inhibition, usual class: inhibitors; actives 0.56% (n = 110,000); AID 881; note: potency is the fitted concentration of half-maximal effect; nearly all actives have a fitted effect of over 60% in size; many of its hits are not listed in these tables
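Purified human 15hLO-2 (50 nM) preincubated 15 min with compound, then 45 uM arachidonic acid for 90 min at RT in 25 mM Hepes pH 7.5, 0.01% Triton X-100. Hydroperoxide detected by Fe-xylenol orange; 573/405 nm absorbance ratio.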
12-hLO inh = blocks human 12-lipoxygenase activity. P18054. purified 12-hLO, xylenol orange hydroperoxide absorbance. Potency, µM (doses to about 57.1 µM), without a hit: at the highest dose activity change, negative = inhibition, usual class: inhibitors. actives 0.12% (n = 150,000). AID 1452; note: potency is the fitted concentration of half-maximal effect; nearly all actives have a fitted effect of over 55% in size; many of its hits are not listed in these tables
Target sequence (P18054 whole entry, looked up): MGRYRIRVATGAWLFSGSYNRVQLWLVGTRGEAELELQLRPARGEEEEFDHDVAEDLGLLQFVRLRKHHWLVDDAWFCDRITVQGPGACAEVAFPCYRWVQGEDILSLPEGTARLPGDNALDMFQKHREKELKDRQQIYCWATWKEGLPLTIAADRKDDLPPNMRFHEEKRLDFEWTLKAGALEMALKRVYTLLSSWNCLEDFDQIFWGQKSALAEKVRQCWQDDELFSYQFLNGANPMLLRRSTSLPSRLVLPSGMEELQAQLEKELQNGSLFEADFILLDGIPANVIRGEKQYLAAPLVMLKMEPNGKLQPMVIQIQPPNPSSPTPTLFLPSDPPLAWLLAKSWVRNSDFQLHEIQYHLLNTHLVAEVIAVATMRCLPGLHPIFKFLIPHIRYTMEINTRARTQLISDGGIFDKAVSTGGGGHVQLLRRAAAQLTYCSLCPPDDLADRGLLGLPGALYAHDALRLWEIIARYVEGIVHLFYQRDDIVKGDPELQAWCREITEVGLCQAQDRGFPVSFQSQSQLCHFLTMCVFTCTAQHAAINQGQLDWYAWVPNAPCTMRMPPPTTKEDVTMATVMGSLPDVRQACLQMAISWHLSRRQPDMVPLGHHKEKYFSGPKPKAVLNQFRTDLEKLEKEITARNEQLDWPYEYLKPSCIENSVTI
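Purified human 12hLO (150 nM final) was preincubated with compounds for 15 min at room temperature in 25 mM Hepes pH 7.0, 0.01% Triton X-100, then reacted with 40 uM arachidonic acid for 30 min. Hydroperoxide was detected with ferrous iron/xylenol orange.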
IMPase inh = IMPase inhibition in cells. P97697. CHO-M1 cells, IP1 accumulation, HTRF TR-FRET ratio. inhibition (IP1 accumulation), % at 46.1 µM. 120,000 tested, under 10 active; active = well fitted curve in the direction sought with a large enough effect in the signal ratio, not every such curve was filed as active; inconclusive = small, poorly fitted or top-dose-only effect, or a change in a side signal; inactive = no such curve, though single readings can be large or run the other way; the % refers to the signal ratio;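 note: cells stimulated with carbachol in lithium chloride buffer; plate controls were DMSO basal wells for no effect and reference inhibitor wells for full effect; higher means more IMPase inhibition seen as more IP1 and lower FRET ratio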
Target sequence (P97697 whole entry, looked up): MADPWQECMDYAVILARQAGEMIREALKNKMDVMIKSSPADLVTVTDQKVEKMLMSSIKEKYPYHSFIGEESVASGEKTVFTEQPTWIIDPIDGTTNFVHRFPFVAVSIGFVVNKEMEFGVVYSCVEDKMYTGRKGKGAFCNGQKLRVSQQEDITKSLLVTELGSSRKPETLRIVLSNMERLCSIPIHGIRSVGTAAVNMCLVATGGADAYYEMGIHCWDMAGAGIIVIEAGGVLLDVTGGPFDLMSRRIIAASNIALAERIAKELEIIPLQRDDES
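Elevated IP1 in lysates lowers TR-FRET signal (665/620 ratio and 620 channel reported). Cells were CHO-M1, given carbachol (50 uM as added) plus 50mM LiCl, pH 7.4, 30 min, 37C; compounds titrated up to 46 uM; AC50 by Hill equation.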
Active calls of the source: *; ? = inconclusive; / = not tested or not shown; [ ] = remark or other dose. Unless noted, calls come from the whole dose curve; as a rule, active = well fitted curve in the direction sought with a large enough effect; inconclusive = small, poorly fitted or top-dose-only effect, or another doubt; inactive = no such curve, though single readings can be large; an effect the other way counts as inactive or inconclusive. Unless noted, % is set by controls: 0 for no effect and ±100 for the full control effect. Not all compounds are listed; rates above refer to the full screens.

Start of the listing, in advance:
Below each compound – PNC inhibitor, ALOX15B inhib, 12-hLO inh, IMPase inh
CCCOC(=O)CCc1n[nH]c(=O)[nH]c1=O
→ 5, 1%, -2%, 0
COc1ccc(NC(=O)C2CCCN2S(=O)(=O)c2ccc(C)cc2)cc1 (stereo not given)
→ 21, -2%, -9%, -1
Cc1ccc(C(=O)NCC(=O)OCC(=O)c2cc(C)n(Cc3ccco3)c2C)cc1
→ 35, /, 0%, -4
COC(=O)c1ccccc1NC(=O)c1nc2nc(C)cc(C(F)F)n2n1
→ -21, 2%, -5%, 6
CCOC(=O)C1=C(C)N(c2ccccc2)C(=O)NC1c1cccc([N+](=O)[O-])c1 (stereo not given)
→ -23, /, -4%, /
Cc1ccccc1NS(=O)(=O)c1ccc(OCC(=O)NCc2cccnc2)cc1
→ ?, /, -3%, ?
CCOC(=O)N1CCC(N2C(=O)c3ccccc3C2Nc2ccc(Cl)cn2)CC1 (stereo not given)
→ -8, 12%, -4%, 6

Main list, from the first entry:
Below each compound – PNC inhibitor, ALOX15B inhib, 12-hLO inh, IMPase inh
CCCOC(=O)CCc1n[nH]c(=O)[nH]c1=O
→ 5, 1%, -2%, 0
COc1ccc(NC(=O)C2CCCN2S(=O)(=O)c2ccc(C)cc2)cc1 (stereo not given)
→ 21, -2%, -9%, -1
Cc1ccc(C(=O)NCC(=O)OCC(=O)c2cc(C)n(Cc3ccco3)c2C)cc1
→ 35, /, 0%, -4
COC(=O)c1ccccc1NC(=O)c1nc2nc(C)cc(C(F)F)n2n1
→ -21, 2%, -5%, 6
CCOC(=O)C1=C(C)N(c2ccccc2)C(=O)NC1c1cccc([N+](=O)[O-])c1 (stereo not given)
→ -23, /, -4%, /
Cc1ccccc1NS(=O)(=O)c1ccc(OCC(=O)NCc2cccnc2)cc1
→ ?, /, -3%, ?
CCOC(=O)N1CCC(N2C(=O)c3ccccc3C2Nc2ccc(Cl)cn2)CC1 (stereo not given)
→ -8, 12%, -4%, 6
O=C(COC(=O)C1(c2ccccc2F)CCCC1)N1CCN(C(=O)c2ccco2)CC1
→ 1, -10%, -4%, -6
Cc1cc(C)n(C(=O)c2ccc([N+](=O)[O-])cc2[N+](=O)[O-])n1
→ 19, /, 3%, /
CN(NC(=O)c1ccccc1)c1nc2ccccc2nc1C(F)(F)F
→ 17, 4%[11.4 µM], -2%, 17[1.84 µM]
CCOC(=O)N1CCN(c2cc3[nH]c(=S)[nH]c3cc2F)CC1
→ -91*, -22%, -4%, -7
N#Cc1c(N)nc2c(c1N)CC(COc1ccccc1)O2 (stereo not given)
→ -9, -1%, -1%, -4
CO/N=C/C(C#N)c1ncc(C(F)(F)F)cc1Cl (stereo not given)
→ 77, ?, -10%, 3
Cc1cccc(C)c1OCC(=O)N=Nc1c(O)[nH]c2ccc(Br)cc12
→ 26, 7%, 1%, -3
CN1CCN(C(=O)C23CCC(C)(c4nc5ccccc5nc42)C3(C)C)CC1 (stereo not given)
→ 15, 9%, 2%, 6

Reformatted: 2 of the compounds above.
Compound: Cc1ccc(C(=O)NCC(=O)OCC(=O)c2cc(C)n(Cc3ccco3)c2C)cc1
  PNC inhibitor: 35 | ALOX15B inhib: / | 12-hLO inh: 0% | IMPase inh: -4

Compound: Cc1cccc(C)c1OCC(=O)N=Nc1c(O)[nH]c2ccc(Br)cc12
  PNC inhibitor: 26 | ALOX15B inhib: 7% | 12-hLO inh: 1% | IMPase inh: -3

New compounds follow
Below each compound – PNC inhibitor, ALOX15B inhib, 12-hLO inh, IMPase inh
CC1CN(c2ncnc3c2cnn3-c2ccc(Cl)cc2)CC(C)O1 (stereo not given)
→ 7, 6%, 5%, 12
Clc1cccc(CSc2nccn2-c2ccccc2)c1
→ 33, 12%, 7%, 6
O=C(O)C1C2C=CC(C2)C1C(=O)Nc1ccc2c(c1)OCCO2 (stereo not given)
→ 22, -3%, -4%, -4
Cc1ccc(Nc2nc(CSc3nnnn3-c3ccccc3)cs2)cc1
→ -13, 7%, -21%, 0
CCc1ccc2[nH]c(=O)c(CN(CCN(C)C)C(=O)Nc3ccccc3OC)cc2c1
→ ?, -7%, -5%, -6
Cc1csc2ncc(C(=O)Nc3ccc(C(F)(F)F)cc3)c(=O)n12
→ 2, -3%, 1%, -3
O=C(Oc1cc2oc(=O)c3c(c2cc1Cl)CCCC3)c1ccco1
→ ?, -13%, 6%, ?
O=C(CSc1nnc2sc3ccccc3n12)NCc1ccco1
→ -19, -2%, 2%, 5
CCOc1ccc(-n2c(=O)cc(N3CCN(c4ccccc4)CC3)[nH]c2=O)cc1
→ ?, -20%, -1%, 10
NS(=O)(=O)c1ccc(NC(=O)COC(=O)CCC2CCCCC2)cc1
→ 11, /, -3%, ?
CCN(CC)CCCNC(=O)C(C)n1nc(C)c2sc3ccccc3c2c1=O (stereo not given)
→ 1, 11%, 9%, 7
Cc1[nH]c2ccc(-c3nnc(SCC(=O)c4ccccc4F)o3)cc2c1C
→ -22, -20%, -10%, -2
COc1ccc(C(=O)Nc2cc(C)cc(C)c2)cc1S(=O)(=O)N1CCOCC1
→ 33, -2%, -5%, 2
O=C(Nc1nc2ccccc2n1CCN1CCOCC1)c1cn(-c2ccccc2)nc1-c1ccccc1
→ ?, 42%[activator], -22%, ?
CC(=O)c1ccc(-c2nc3ccccc3n2C)o1
→ -16, -4%, 3%, ?
Cc1ccc(-n2nnnc2SCC(=O)c2ccc3c(c2)NC(=O)CO3)c(C)c1
→ 5, -17%, -1%, 6
Nc1nc(C2C(=O)CCCC2=O)cs1
→ -12, -9%, 2%, 5
O=c1c2[nH]c3ccc(Cl)cc3c2ncn1Cc1ccccn1
→ 21, -4%, 1%, 6
COCCn1c(-c2ccccc2)nc2oc3ccccc3c(=O)c2c1=O
→ 4, 3%, -6%, 2
Cc1ccc(N)c([N+](=O)[O-])c1
→ /, -4%, -1%, /
c1ccc(-c2nn3c(-c4ccco4)nnc3s2)nc1
→ 4, -12%, -4%, 6
O=C(N/N=C/C=C/c1ccccc1)c1cccc(Br)c1
→ 25, 13%, 1%, -20
CC1(C)CCC(=O)N(c2ccccc2)C1=O
→ ?, /, 2%, /
Cc1ccc(S(=O)(=O)N2CCCC2C(=O)NCc2ccco2)cc1 (stereo not given)
→ 9, -9%, 0%, -2
CCOC(=O)c1cnn(Cc2ccccc2Cl)c1N
→ 2, -11%, 11%, 9
CCOc1ccccc1C(=O)Nc1cc(C(=O)NCCc2ccccc2)ccc1Cl
→ 28, -3%, 1%, 6
CCN1C(=O)/C(=C\N2CCN(C)CC2)SC1=S
→ -25, ?, -4%, 6
COC(=O)CN(C(=O)CSc1nnc(-c2cccc(OC)c2)o1)c1ccc(OC)cc1
→ 20, -1%, -5%, -25
CN1CCN(CCc2ccc(Cl)c(Cl)c2)CC1
→ /, 36%[activator], 1%, -4
CC1NC(=O)NC1CCCCC(=O)O (stereo not given)
→ 43, -2%, -3%, 3
COC(=O)N/N=C(\C)c1ccccc1Br
→ 15, -2%, -2%, 1
O=C(CCCOc1ccc(Cl)cc1Cl)N/N=C/c1ccc(Cl)cc1
→ ?, /, 6%, 2
Cc1noc(C)c1C(=O)N1CCC2(CC1)CCN(C(c1ccccc1)c1ccccc1)CC2
→ /, 8%, 2%, /
CC1CCC(C(=O)NC(C(=O)N2CCN(c3ccccn3)CC2)C(C)C)CC1 (stereo not given)
→ -114*, -6%, 2%, -8
O=C(COC(=O)COc1ccc2ccccc2c1)NC1CCCc2ccccc21 (stereo not given)
→ -10, /, -2%, /
O=C(COC(=O)C(Cc1ccccc1)NC(=O)c1ccco1)NC1CC1 (stereo not given)
→ 29, 2%, -1%, 1
O=C(Nc1cccc(Cl)c1)Nc1ccc2c(c1)C(=O)OC2
→ 12, /, 1%, 0
O=C(Cc1nn[nH]n1)NCc1ccccc1Cl
→ -23, 12%, 1%, -4
O=C(NCc1ccncc1)c1ccc(Cl)c(S(=O)(=O)N2CCOCC2)c1
→ 8, 5%, -4%, 1
CNC(=O)Cn1nc(-c2ccc(C)c(S(=O)(=O)N(C)C)c2)c2ccccc2c1=O
→ 54, /, -2%, 25
COc1ccc2cc(C(N)=O)/c(=N/NC(=O)c3ccco3)oc2c1
→ ?, /, 1%, 8
COc1cc(OC)c(/C=N/NC(=O)c2ccc([N+](=O)[O-])cc2)cc1Br
→ ?, -10%, -5%, 2
O=C(COC(=O)CC(NC(=O)c1ccccc1Cl)c1ccccc1)Nc1cccc(F)c1 (stereo not given)
→ ?, /, 1%, -3
CC(C)=CCCC1(C)C=Cc2c(O)c3c(c(CC=C(C)C)c2O1)OC12C(=CCCC1C(C)(C)O[C@@]2(C/C=C(\C)C(=O)O)C(=O)O)C3=O (stereo not given in full)
→ /, ?, ?, /
COc1ccccc1OCCn1cc(/C=N/n2cnnc2)c2ccccc21
→ 10, /, 0%, /
CCOC(=O)c1nnn(-c2nonc2NC(C)=O)c1C
→ ?, 10%, 3%, 2
O=C(CSc1cccc2cccnc12)OCC(=O)c1ccc(Br)cc1
→ ?, 4%, 1%, -4
COc1ccc(-c2c(C)cc3oc(=O)cc(-c4ccccc4)c3c2C)cc1
→ /, -1%[0.0915 µM], -7%[0.00818 µM], /
COc1cc2oc(=O)cc(-c3ccc(-c4ccc(F)c(Cl)c4)cc3)c2c(OC)c1OC
→ /, -5%[0.0915 µM], -3%[0.00818 µM], /
CCN1C(=O)CC(N2CCC(C(=O)N3CCOCC3)CC2)C1=O (stereo not given)
→ ?, -2%, -2%, 13
COC(=O)c1ccc(NC(=O)Nc2ccc(F)c(Cl)c2)cc1
→ 7, 0%, -15%, 3
CCCSC1=C(C#N)C(c2cccnc2)C(C(=O)OCC)=C(c2ccccc2)N1 (stereo not given)
→ 51, 19%, 6%, -12
CC(C)N(Cc1nc(-c2ccc(Cl)cc2)no1)C(=O)/C=C/c1ccccc1
→ 23, /, -8%, /
COc1ccc2c(c1)[nH]c1c(=O)n(CCC3=CCCCC3)cnc12
→ -9, 7%, 12%, 10
Cc1ccc2cc3cc(C(=O)N(CC(=O)NC4CCCC4)c4cccc(C)c4C)sc3nc2c1
→ -106*, /, -1%, 5
COc1cccc(C(=O)Nc2c3c(nc4c2CCC4)CCCC3)c1
→ -3, /, -3%, /
CS(=O)(=O)N(CC(=O)Nc1ccccc1C(=O)NCc1ccco1)c1ccc2c(c1)OCCO2
→ -28, -8%, 2%, 3
COc1cccc(NC(=S)NCc2cccnc2)c1
→ 15, /, 0%, /
COc1ccccc1N1CCN(C(=O)CSc2nc3ccccc3o2)CC1
→ -82*, ?, -3%, -2
COc1ccc(N(CC(=O)Nc2ccc(C)c(C)c2)S(=O)(=O)c2c(C)n[nH]c2C)cc1
→ ?, -2%, ?, 11

Later entries.
Below each compound – PNC inhibitor, ALOX15B inhib, 12-hLO inh, IMPase inh
CCC(=O)C1=C(N2CCCC2)CC(C)(C)CC1=O
→ -23, -5%, 2%, 1
O=C(COC(=O)c1cc(-c2ccccc2Cl)nc2ccccc12)Nc1ncc(C(F)(F)F)cc1Cl
→ -1, /, 2%, ?
Cc1ccc(-n2ncc3c(=O)[nH]cnc32)c(C)c1
→ ?, -8%, -5%, 5
O=C(Oc1ccc2c(=O)c(Oc3ccc4ccccc4c3)coc2c1)c1cncc(Br)c1
→ ?, -6%, 5%, -7
